# KCNQ2 inh = KCNQ2 potassium channel inhibitors, primary screen, cell-based, CHO-K1, FluxOR thallium flux, B-score (AID 2156). 310,000 compounds, 1.1% hits. O88943. B-score at 10 µM. 20 min; stronger effect = lower value;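 active = fluorescence ratio B-score at most minus 3 library SDs, with starting brightness B-score within 2 library SDs, cut at about -5.5 in these data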
# OX1R antag = blocks the human orexin 1 receptor | AID 485270 | inhibition, % at 6.6 µM | OX1R-expressing cells, FRET antagonist read-out | 330,000 compounds, 1.8% hits; in the data active = inhibition mostly above about 38%, no sharp cut-off; inactive = mostly below about 40%;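 also: 0% = agonist challenge alone and 100% = reference antagonist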
# Target sequence (O43613 whole entry, looked up): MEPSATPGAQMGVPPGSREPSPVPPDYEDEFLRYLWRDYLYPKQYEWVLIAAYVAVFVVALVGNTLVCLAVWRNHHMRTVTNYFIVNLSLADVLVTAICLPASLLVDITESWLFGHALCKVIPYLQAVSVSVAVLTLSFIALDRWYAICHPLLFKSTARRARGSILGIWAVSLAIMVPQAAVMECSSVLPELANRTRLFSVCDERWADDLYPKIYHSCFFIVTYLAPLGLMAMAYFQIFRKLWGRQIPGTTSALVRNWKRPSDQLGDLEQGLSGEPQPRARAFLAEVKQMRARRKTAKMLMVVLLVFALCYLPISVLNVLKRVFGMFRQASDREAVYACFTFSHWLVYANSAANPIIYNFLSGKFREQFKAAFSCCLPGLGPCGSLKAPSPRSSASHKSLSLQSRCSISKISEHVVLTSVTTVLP
# STK33 inh = blocks human STK33 kinase activity. 320,000 compounds, 0.073% hits. inhibition, % at 10 µM. AID 2661. purified STK33, MBP phosphorylation, ADP-Glo luminescence;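 active = inhibition at or above 25%, using the most active replicate where run in duplicate; inactive = inhibition below 25%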
# Target sequence (Q9BYT3 whole entry, looked up): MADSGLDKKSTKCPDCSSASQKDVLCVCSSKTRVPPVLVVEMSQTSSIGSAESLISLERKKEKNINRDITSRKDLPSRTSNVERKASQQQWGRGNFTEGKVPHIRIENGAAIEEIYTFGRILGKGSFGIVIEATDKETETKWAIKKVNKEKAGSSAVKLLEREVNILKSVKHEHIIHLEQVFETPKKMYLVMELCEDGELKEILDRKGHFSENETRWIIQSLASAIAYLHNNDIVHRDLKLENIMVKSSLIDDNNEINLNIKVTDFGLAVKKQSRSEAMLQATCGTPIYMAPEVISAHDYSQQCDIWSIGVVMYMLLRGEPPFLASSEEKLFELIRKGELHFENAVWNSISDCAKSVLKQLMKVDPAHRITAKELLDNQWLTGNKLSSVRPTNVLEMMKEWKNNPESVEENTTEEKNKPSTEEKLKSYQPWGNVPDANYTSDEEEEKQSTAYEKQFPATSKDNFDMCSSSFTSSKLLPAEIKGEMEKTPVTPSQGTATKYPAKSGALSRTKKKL
# Active calls of the source: *; i = inactive; . = no result given; & = joins results of further samples. No enrichment for hits; overall some 2.7% were active at least once.
cpd	SMILES	KCNQ2 inh	OX1R antag	STK33 inh
1	CCN(CC)C(=O)Cn1cc(C(=O)C(=O)N2CCN(c3ccccc3)CC2)c2ccccc21	i	9.1	1.4
2	CC(=O)c1cnc(SCC(=O)O)nc1C	i	14.8	-2.7
3	CCOC(=O)CSc1nnnn1-c1cccc2ccccc12	i	36.3	-1.4
4	O=C(/C(N=Nc1cccc(C(F)(F)F)c1)=C(/O)c1cccs1)C(F)(F)F	i	11.4	-0.9
5	COc1ccc(OC)c(-c2csc(NC(=O)c3ccc(OCC4CCCO4)cc3)n2)c1 (stereo not given)	i	34.8	-0.2
6	CCOc1ccc2nc3cc(NCc4ccc(OC)cc4)ccc3c(N)c2c1	i	44.2*	0.6
7	CN(C)c1nc2n(c(=S)n1)CCS2	i	1.3	-0.8
8	Cc1ccc2nc(-c3ccc(NC(=S)NC(=O)CC(C)C)cc3)sc2c1	i	9.1	-1.0
9	CC(=O)Nc1ccccc1Nc1cc(C#N)c(C#N)cc1[N+](=O)[O-]	i	58.3*	-0.4
10	O=C(CCc1nc2ccccc2[nH]c1=O)OCC(=O)c1ccc(Cl)cc1	i	22.4	-0.7
11	O=C1CC(c2ccc(F)cc2)Cc2nc(N3CCOCC3)ncc21 (stereo not given)	i	12.9	-0.5
12	COC(=O)c1cc(/C=C/c2ccccc2)[nH]n1	i	3.6	-0.8
13	COc1ccc(C(=O)CSc2nnnn2C)c(OC)c1	i	14.6	0.7
14	COc1cccc(C(=O)NNC(=O)C2CCCO2)c1 (stereo not given)	i	6.0	-2.1
15	Cn1c2c(c(=O)n(C)c1=O)C(c1ccccc1OC(F)F)C1=C(CCCC1=O)N2 (stereo not given)	i	18.1	-2.1
16	O=C(Nc1ccccc1)c1ccc2c(c1)OCCCO2	i	8.7	4.6
17	COc1cc(C#Cc2c(C=O)n(C)c3ccccc23)cc(OC)c1	.	1.3	-1.3
18	O=C(c1ccccc1)N1CCN(c2ccc([N+](=O)[O-])c(N3CCOCC3)c2)CC1	i	26.9	.
19	O=C(CCCOc1ccccc1)Nc1nccs1	i	8.6	-0.7
20	CCNC(=O)CN1C(=O)NC2(CCCc3cc(OC)ccc32)C1=O (stereo not given)	i	3.8	-0.7

# From entry 19 up to 20, copied from above:
cpd	SMILES	KCNQ2 inh	OX1R antag	STK33 inh
19	O=C(CCCOc1ccccc1)Nc1nccs1	i	8.6	-0.7
20	CCNC(=O)CN1C(=O)NC2(CCCc3cc(OC)ccc32)C1=O (stereo not given)	i	3.8	-0.7

# The list goes on:
cpd	SMILES	KCNQ2 inh	OX1R antag	STK33 inh
21	C=CC[C@@H](CC(=O)N(CCO)Cc1ccccc1)C(=O)N[C@H](COC(=O)[C@@H](CC=C)Cc1ccc(F)cc1)Cc1c[nH]c2ccccc12	.	-1.2	3.8
22	CN(CCCN1CCOCC1)C(=O)c1ccc2nc(Cc3cccc(Cl)c3)oc2c1	i	17.4	4.1
23	CCC(C(=O)OCC(=O)Nc1ccc(F)cc1)c1ccccc1 (stereo not given)	.	4.7	2.4
24	O=C(COC(=O)/C=C/c1cccc(C(F)(F)F)c1)NC(=O)NCc1ccco1	.	3.5	-0.3
25	Cc1c(C)c(C)c(CN2CCCC2)c(C)c1C	i	6.0	-1.5
26	COc1ccc(S(=O)(=O)NCC2CCCO2)c(Cl)c1Cl (stereo not given)	i	-2.9	-1.4
27	O=C(CN1C(=O)NC(Cc2c[nH]c3ccccc23)C1=O)NC1CCCCC1 (stereo not given)	.	0.2	0.4
28	CC(C)CNC(=S)NNC(=O)c1ccccc1OC(F)F	i	2.7	-1.2
29	COc1ccc(OC)c(C2CC(=O)C(C)C(c3cc(OC)ccc3OC)N2)c1 (stereo not given)	i	18.1	1.0
30	CCOc1ccc(CCNC(=O)CN2C(=O)NC(CCSC)C2=O)cc1OCC (stereo not given)	i	7.9	0.3
31	COCCn1nc2cc(C(=O)NCc3cc(C(F)(F)F)cc(C(F)(F)F)c3)ccc2c1OC	i	5.0	1.7
32	COc1ccc(Br)c(C(=O)OCC(=O)NC(=O)NC2CCCC2)c1	.	2.0	-0.6
33	CNc1nc(OCC(F)(F)F)nc(N2CCOCC2)n1	i	15.1	1.6
34	Cc1cccc(N2C(=O)C3CCC(c4ccccc4)CC3C2=O)c1 (stereo not given)	i	22.3	.
35	COc1ccc(-c2cc(-c3ccccc3)no2)cc1	i	26.9	0.3
36	COc1ccc(C)cc1NC(=O)CCS(=O)(=O)c1ccc2c(c1)oc(=O)n2C	i	-0.5	-0.3
37	CC(=O)N1N=C(c2ccccc2)CC1c1cn(Cc2ccccc2)c2ccccc12 (stereo not given)	i	22.3	-0.1
38	C/C(=N\NC(=O)c1ccco1)c1ccc(-c2ccccc2)cc1	i	17.7	0.4
39	CN1CCCN(C(=O)Cc2c(Cl)cccc2Cl)c2nc3ccccc3nc21	i	17.6	-1.9
40	O=C(c1cccc(C(F)(F)F)c1)C1CCCN(C(=O)CCCn2cncn2)C1 (stereo not given)	i	1.3	-1.1

# 4 entries from above, arranged by number of heavy atoms, high to low.
cpd	SMILES	KCNQ2 inh	OX1R antag	STK33 inh
37	CC(=O)N1N=C(c2ccccc2)CC1c1cn(Cc2ccccc2)c2ccccc12 (stereo not given)	i	22.3	-0.1
32	COc1ccc(Br)c(C(=O)OCC(=O)NC(=O)NC2CCCC2)c1	.	2.0	-0.6
38	C/C(=N\NC(=O)c1ccco1)c1ccc(-c2ccccc2)cc1	i	17.7	0.4
33	CNc1nc(OCC(F)(F)F)nc(N2CCOCC2)n1	i	15.1	1.6

# Compound profiles, from the list above. Screens in order: KCNQ2 inh, OX1R antag, STK33 inh
# Entry for CNc1nc(OCC(F)(F)F)nc(N2CCOCC2)n1 : i, 15.1, 1.6
# Entry for CN1CCCN(C(=O)Cc2c(Cl)cccc2Cl)c2nc3ccccc3nc21 : i, 17.6, -1.9
# Entry for C/C(=N\NC(=O)c1ccco1)c1ccc(-c2ccccc2)cc1 : i, 17.7, 0.4

# The results go on.
cpd	SMILES	KCNQ2 inh	OX1R antag	STK33 inh
41	Cc1ccc2[nH]c3c(=O)n(CC(=O)NCCCN(C)Cc4ccccc4)ncc3c2c1	i	8.2	-0.8
42	COc1ccc(-c2nn(C)c3sc(C(=O)NCCN(C)C)cc23)cc1OC	i	10.5	1.1
43	Cc1ccc(-n2c(SCc3cc(=O)n4ccsc4n3)nnc2-c2cccnc2)c(C)c1	i	5.2	0.3
44	CC1CCc2c(sc3nc(CSc4nnnn4C)[nH]c(=O)c23)C1 (stereo not given)	i	11.7	-0.2
45	COc1ccccc1-n1c(N)c(C(=O)NCC2CCCO2)c2nc3ccccc3nc21 (stereo not given)	i	23.8	0.1
46	Cc1cc(C)cc(N=c2c([N+](=O)[O-])nn(-c3cccc(Cl)c3)n2O)c1	i	14.8	1.6
47	Cc1cc(C)n(CC(=O)N/N=C/c2ccc3c(c2)OCO3)n1	i	-2.1	-1.3
48	Cc1ccc(-c2[nH]c3ccccc3c2SCCNC(=O)c2ccc(S(=O)(=O)N3CCOCC3)cc2)cc1	i	9.6	-1.7
49	COC(=O)C1=C(C)NC(=S)NC1c1ccc(OC(=O)c2ccco2)cc1 (stereo not given)	i	17.0	-1.7
50	CC(NC(=S)Nc1ccccc1)C(c1cccs1)N1CCOCC1 (stereo not given)	i	17.2	-0.8
51	Cc1cccc(CN2CCc3c([nH]c4ccccc34)C2C(C)(C)C)n1 (stereo not given)	i	17.1	-0.2
52	CCCCCCCCCNC(=O)[C@H](NC(=O)COc1ccccc1)[C@@H]1NC(C(=O)OC)C(C)(C)S1 (stereo not given in full)	-6.33*	19.6	1.6
53	COC(=O)CSc1nnc(CCc2ccccc2)n1C	i	10.7	9.1
54	CCN1CCN=C1Nc1ccccc1	.	33.7	-1.2
55	CC12CCCCC1(O)[N+](=O)C1=C(CCCC1)N2[O-] (stereo not given)	i	13.4	-0.4
56	CC1CN(C(=O)Nc2ccc(F)cc2)C2(CCCCCC2)O1 (stereo not given)	i	0.4	0.0
57	CC(C)NC(=O)CSc1nnc2sc3ccccc3n12	i	11.2	.
58	O=C(NCCN1CCOCC1)N1c2ccccc2Sc2ccccc21	i	12.5	-2.0
59	CCOc1ccccc1C(=O)NCC(=O)OCC(=O)N1C(C)CCCC1C (stereo not given)	i	8.0	-1.5
60	O=C(NCC(c1cccs1)N1CCOCC1)c1ccc(Cl)c([N+](=O)[O-])c1 (stereo not given)	i	30.8	-2.7
61	CCOC(=O)CNc1c(-c2ccc(OC)cc2)nc2ccc(Cl)cn12	-8.94*	19.9	0.6
62	CCCCC(CC)CNC(=O)Cn1c(=S)[nH]c2ncccc2c1=O (stereo not given)	i	3.5	0.2
63	COCCNC(=O)c1cc(-c2ccccc2OC)on1	i	-1.6	-0.9
64	Cc1cc(OCC(=O)N(C)Cc2ccccc2)ccc1Cl	i	17.0	-5.4
65	CCCCNC(=S)NNC(=O)c1c(Cl)c(C)nn1C	i	13.9	-3.2
66	CCN(CC)c1ccc(/C=C(\C#N)C(=O)NCc2ccccc2)cc1	i	22.1	-1.1
67	O=C(CC(c1ccccc1)C1CCCCC1=O)c1ccco1 (stereo not given)	i	11.6	-0.8
68	COc1ccc(C2/C(=C(/O)c3ccc(F)cc3)C(=O)C(=O)N2c2ccccn2)cc1OC (stereo not given)	i	-7.5	-0.8
69	CC(C)(C)C1CCc2c(sc(N)c2C(N)=O)C1 (stereo not given)	i	30.7	0.6
70	CC(=O)OCCNC(=O)Cn1cnc2c1c(=O)n(C)c(=O)n2C	i	3.2	-1.6
71	O=C(N/N=C/c1ccsc1)c1ccccn1	i	11.7	0.8
72	O=C(COC(=O)c1cc(Br)ccc1O)c1ccc(F)cc1	.	12.2	-2.3
73	O=C(CSc1nc(-c2ccc(Cl)cc2)cs1)Nc1cccc([N+](=O)[O-])c1	i	18.5	-1.4
74	Cc1ccc2oc(-c3ccccc3C(=O)O)cc(=O)c2c1	i	8.5	1.0
75	CC(C)(O)CC[C@H](OC(=O)c1ccccc1)[C@](C)(O)[C@H]1CC[C@@]2(O)C3=CC(=O)[C@@H]4C[C@@H](O)[C@H](O)C[C@]4(C)C3CC[C@]12C (stereo not given in full)	i	-6.8	-0.7
76	CCC(=O)Nc1ccc(S(=O)(=O)Nc2cc(C)on2)cc1	i	21.9	-1.3
77	CC1=C(C(=O)OC(C)C)C2(O)C(=O)c3ccccc3C2(O)N1 (stereo not given)	i	22.5	-1.9
78	COc1ccc(OC2CCN(S(=O)(=O)c3ccc(OC)cc3)CC2)cc1	i	0.4	-0.4
79	O=C(Nc1ccc2[nH]c(=O)[nH]c2c1)c1c(F)c(F)c(F)c(F)c1F	i	3.9	-0.6
80	COc1ccc(NC(C)=O)cc1NC(=O)CSc1nnc(-c2ccncc2)n1C	i	0.9	0.9
81	COc1ccccc1NC(=S)N(Cc1ccccn1)Cc1ccccc1Cl	i	27.1	-0.9
82	COc1ccccc1C(=O)OCCNC(=O)Cn1cnc2c1c(=O)n(C)c(=O)n2C	i	10.0	-1.8
83	Cc1cccc(N2CC(C(=O)Nc3ccc4c(c3)OCCO4)CC2=O)c1C (stereo not given)	i	3.9	0.6
84	CCOC(=O)NC(=O)C(=CNNc1ncc(C(F)(F)F)cc1Cl)C(=O)NC(=O)OCC	i	20.5	1.9
85	COc1ccc(/C=C2\SC(=S)N(CCCC(=O)Nc3cc(C)on3)C2=O)cc1OC	i	8.6	1.0
86	O=c1c2ccccc2cnn1Cc1n[nH]c(=S)n1-c1ccc(Cl)cc1	i	2.7	-0.4
87	COCCN(CC1CCCN(C2Cc3ccccc3C2)C1)C(=O)CCC(F)(F)F (stereo not given)	i	4.0	-0.7
88	Cc1ccc(-c2cc(C(=O)NCc3cccnc3)no2)cc1	i	0.8	-1.0
89	CCOc1ccc(-c2c(C(=O)N/N=C(\C)c3cccnc3)nnn2-c2nonc2N)cc1	i	4.1	-0.6
90	COc1ccc(C2C(C(=O)NCCN3CCOCC3)c3ccccc3C(=O)N2C2CCCCC2)cc1 (stereo not given)	i	4.6	-0.5

# (listing goes on)
cpd	SMILES	KCNQ2 inh	OX1R antag	STK33 inh
91	Cc1cc(NC(=O)COC(=O)c2cc(S(=O)(=O)N3CCOCC3)ccc2N2CCCCC2)no1	i	9.8	0.4
92	CC(C)[C@H](N)c1cn([C@@H](CO)C(=O)N2CCNCC2)nn1	.	3.6	0.5
93	O=C(Nc1ncc([N+](=O)[O-])s1)c1cccs1	i	74.9*	5.4&3.7
94	Cn1nnnc1SCC(=O)N1CCc2ccccc2C1	.	6.7	-0.8
95	CN(CC(=O)Nc1ccccc1Cl)C(=O)CSc1nnc(-c2ccco2)n1C	.	-4.6	-1.3
96	COc1ccc(CC(=O)Nc2cc(S(=O)(=O)N3CCOCC3)ccc2N2CCCC2)cc1OC	.	15.0	-2.0
97	O=C(O)C1=CC[C@@H](c2ccc(Cl)cc2)N(S(=O)(=O)c2ccc(Cl)cc2)[C@H]1c1ccccc1	.	47.5	-2.3
98	Cc1nnc(SCc2ccc(Cl)cc2Cl)[nH]c1=O	i	13.9	0.2
99	COCCCNC(=O)CN(C1CCCCC1)S(=O)(=O)c1ccc(C)cc1	i	13.5	-2.6
100	CCOC(=O)C1CCN(Cc2cc(=O)n3c(-c4ccccc4)csc3n2)CC1	i	20.4	-1.4
101	O=C(COc1cccc2c1CCN(Cc1ccccc1F)C2=O)N1CCOCC1	i	4.1	0.1
102	O=c1cc(CO)oc(C(Nc2ccccn2)c2ccc(C(F)(F)F)cc2)c1O (stereo not given)	i	3.7	-0.5
103	COc1ccc(N2C(=O)CC(Sc3nnnn3-c3ccc(F)cc3)C2=O)cc1 (stereo not given)	i	7.6	0.6
104	OC1CCCN(c2ncnc3c2nnn3Cc2c(F)cccc2Cl)C1 (stereo not given)	i	7.7	0.4

# Screening results deposited in PubChem BioAssay by several laboratories.
